GPR55 beta-arrestin: GPR55 agonists via beta-arrestin recruitment, primary screen, imaging, U2OS cells, beta-arrestin-GFP redistribution (AID 1961) | U2OS GPR55 beta-arrestin-GFP redistribution imaging; higher % means a stronger effect | actives 0.048% (n = 290,000) | activation, % at 10 µM, or EC50 in µM where a hit was titrated;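 active = activation above 40% with more than 50 cells counted in the well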;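 note: U2OS osteosarcoma cells stably expressing GPR55 and beta-arrestin-GFP; plate controls were DMSO negative control for no effect and LPI positive control for full effect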
West Nile virus CPE: West Nile virus antiviral activity, cell-based, CPE readout (AID 1621) | West Nile virus-infected cells, CPE inhibition; higher % means a stronger effect | CPE inhibition, % at 10 µM, or IC50 in µM where a hit was titrated | actives 0.02% (n = 290,000); in the data active = a potency from the dose series; note: strong numbers were not always called active
GPR35 arrestin U2OS: GPR35 antagonists blocking zaprinast-driven arrestin recruitment, primary screen, imaging, U2OS, beta-arrestin-GFP, zaprinast agonist (AID 2058). G-protein coupled receptor 35 (Homo sapiens). U2OS GPR35 beta-arrestin-GFP translocation imaging, zaprinast antagonism; higher % means a stronger effect. inhibition, % at 10 µM, or IC50 in µM where a hit was titrated. actives 0.052% (n = 290,000);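 active = inhibition of at least 50% with at least 30 cells and total cytoplasm GFP at most 10,000,000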
KOR beta-arrestin-1: KOR antagonists, beta-arrestin recruitment, cell-based, luminescence, uHTS (AID 1778); Kappa-type opioid receptor (Homo sapiens); KOR beta-arrestin recruitment, luminescence, antagonist mode; higher % means a stronger effect; inhibition, % at 10 µM, or IC50 in µM where a hit was titrated; actives 0.091% (n = 290,000); in the data active = inhibition above about 50%; note: strong numbers were not always called active
NOD1 inhibition: NOD1 signaling inhibitors, primary screen, cell-based, luminescence, uHTS (AID 1578). NOD1-driven NF-kB luciferase reporter cells, luminescence; higher % means a stronger effect. one-dose inhibition, % at 4 µM; EC50 in µM for titrated hits. actives 1% (n = 290,000); in the data active = inhibition mostly above about 36%, no sharp cut-off; inactive = mostly below about 34%;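 note: HEK-293T reporter cells stimulated with the NOD1 agonist gamma-tri-DAP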
HIV fusion peptide: inhibitors of HIV fusion peptide binding, primary screen, biochemical, uHTS, fluorescence dequenching (AID 1986); inhibition, % at 20 µM; hits with a dose series show IC50 in µM; actives 0.3% (n = 290,000); cell-free peptide binding, fluorescence dequenching, 30 min; higher % means a stronger effect; in the data active = inhibition mostly above about 52%, no sharp cut-off; inactive = mostly below about 76%; note: some results filed as inactive read as strong as hits
KOR beta-arrestin-2: KOR agonists, beta-arrestin recruitment, primary screen, cell-based, luminescence, uHTS (AID 1777) | Kappa-type opioid receptor (Homo sapiens) | KOR beta-arrestin recruitment, luminescence; higher % means a stronger effect | activation, % at 10 µM, or EC50 in µM where a hit was titrated | actives 0.02% (n = 280,000); in the data active = activation above about 50%, passing the limit was not always enough; note: a part of the inactive calls stands beside numbers as strong as those of hits
GPR55 antagonists: GPR55 antagonists blocking LPI-driven arrestin recruitment, primary screen, imaging, U2OS, beta-arrestin-GFP, LPI agonist (AID 2013) | G-protein coupled receptor 55 (Homo sapiens) | U2OS GPR55 beta-arrestin-GFP translocation imaging, LPI antagonism; higher % means a stronger effect | inhibition, % at 10 µM; hits with a dose series show IC50 in µM | actives 0.13% (n = 290,000);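 active = spots per cell inhibited over 60%, with over 100 cells counted and total cytoplasm intensity under 500,000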;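 note: U2OS cells stably carrying GPR55 and arrestin-GFP stimulated by 5 µM LPI near EC80; imaged beta-arrestin-GFP aggregate spots per cell after agonist stimulation; plate controls were LPI-stimulated DMSO wells for no effect and DMSO wells without LPI for full effect; some results filed as inactive read as strong as hits; confirmed hits need IC50 under 10 µM and bright autofluorescent wells are also inconclusive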
NS5 inhibitors: Dengue-2 NS5 methyltransferase inhibitors, primary screen, biochemical, confirmation dose response (AID 588689); Genome polyprotein (Dengue virus type 2 (strain 16681-PDK53)); Dengue-2 NS5 methyltransferase capping enzyme assay, biochemical; higher % means a stronger effect; inhibition, % at 25 µM, or IC50 in µM where a hit was titrated; actives 0.3% (n = 340,000); in the data active = a potency from the dose series
NS5 inhibitors pilot replicate: recorded beside NS5 inhibitors, whose call it bears; inhibition, %; measured here: pilot screen replicate inhibition
An asterisk follows results filed as active; / = not tested or not shown; & = joins results of further samples; [ ] = dose if it differs, or a comment.

SMILES	GPR55 beta-arrestin	West Nile virus CPE	GPR35 arrestin U2OS	KOR beta-arrestin-1	NOD1 inhibition	HIV fusion peptide	KOR beta-arrestin-2	GPR55 antagonists	NS5 inhibitors	others
CCCOc1ccc(S(=O)(=O)N2C(=O)CC(=O)N(Cc3ccc(OCC)cc3)C2=O)cc1	-0.2%	0.6%	-3%	-15%	9%	27%	3.9%	1%	/
Cc1cccc(NC(=O)c2sc(Cl)nc2-c2ccccc2)c1	-0.2%	0.9%	-6%	-54%	18%	1.0%	-0.5%	8%	-1%
O=c1c2cc(Cl)ccc2nc(-c2ccc([N+](=O)[O-])cc2)n1O	0.1%	-0.2%	-4%	-25%	-12%	8.7%	0.8%	-4%	0%
Cc1ccc(NC(=O)CCOc2ccccc2)cc1S(=O)(=O)Nc1ccccc1Cl	-0.3%	-2.2%	0%	33%	23%	4.0%	-1.3%	1%	5%
CCN1CCN(Cc2ccc(NC(=O)c3ccc(C)c(NC(=O)N4CCNC4=O)c3)cc2C(F)(F)F)CC1	-0.3%&-0.1%	10%&22%	-3%&1%	-26%[20 µM]	18%&-8%	2.8%&0.8%	-4.5%	-10%&4%	-11%&-2%&-6%
Cc1nc2nc(-c3ccc(Cl)cc3)[nH]n2c(=O)c1C	0.0%	0.0%	10%	-5%	-54%	2.7%	-3.1%	11%	/
CCCCNC(=O)COC(=O)c1cc(C)nc2ccccc12	-0.1%	-0.1%	-8%	19%	-3%	1.7%	-8.3%	3%	-6%
O=C(Nc1cccc(Cl)c1)c1cc(N=Nc2ccc([N+](=O)[O-])cc2Cl)ccc1O	-0.1%	0.0%	-12%	-17%	95%*	53%*	/	2%	17%
COc1ccccc1N=c1c2c([N+](=O)[O-])cc([N+](=O)[O-])cc2n(O)n1-c1ccccc1OC	0.4%	/	-17%	3%	-65%	-3.3%	-2.4%	3%	/
Cc1ccc(CN2CCN(/N=C/c3ccccc3)CC2)cc1	-0.2%	-0.6%	-9%	7%	-5%	-0.5%	-3.5%	8%	4%
COc1ccc(NC(=O)C(CC(C)C)NC(=O)c2ccccc2C)cn1 (centres undefined)	-0.1%	0.2%	5%	3%	-11%	-0.1%	5.3%	0%	0%
O=C(Cc1cccs1)N(Cc1cccs1)C1(C(=O)NC2CCCCC2)CCCCC1	-0.1%	0.3%	-2%	7%	4%	-2.6%	-1.5%	-4%	3%
COc1cccc(CN2C(=O)C(C)N(C(=O)c3ccccc3)c3ccccc32)c1 (centres undefined)	-0.3%	-0.3%	-8%	7%	8%	-1.9%	-4.4%	2%	-5%
O=C(NCc1ccccc1)C(c1ccccc1)N(C(=O)c1csnn1)c1ccccc1 (centres undefined)	0.0%	-0.2%	4%	-25%	-7%	0.0%	2.0%	-2%	3%
O=C(O)c1nn(CC(=O)N2CCN(c3ncc(C(F)(F)F)cc3Cl)CC2)c(=O)c2ccccc12	-0.1%	-0.6%	12%	-12%	-42%	-0.5%	-1.9%	-4%	-8%
CCc1ccc(C2CC(c3ccccc3)Nc3nc(N)nn32)cc1 (centres undefined)	-0.1%	-0.1%	16%	6%	-6%	-0.7%	-5.1%	-10%	-17%
CCOc1ccc(-c2csc3ncn(-c4ccc(OC)cc4)c(=O)c23)cc1	0.2%	-0.4%	11%	-1%	/	-1.8%	-6.4%	-4%	-4%
CC1=C(C(=O)N2CCCC(N3CCN(c4ccccc4F)CC3)C2)OCCO1 (centres undefined)	-0.1%	0.8%	-1%	14%	-30%	0.7%	0.1%	5%	-6%
Cc1cccc(C(=O)NCC(=O)N2CCN(c3ccc(Cl)cc3)CC2)c1	0.3%	-1.3%	6%	-19%	3%	1.1%	-3.5%	-11%	6%
CC(=O)Nc1ccc(NC(=O)C(C)Sc2n[nH]c(=O)n2Cc2ccccc2)cc1 (centres undefined)	-0.2%	0.6%	-4%	-14%	-24%	0.3%	-2.2%	0%	-5%
COc1ccc2[nH]c(C(=O)N3CCc4ccccc4C3)c(C)c2c1	0.1%	-0.5%	15%	-45%	-14%	0.5%	-2.2%	11%	-3%
CCC(C)Sc1nnc(Cc2cc(=O)[nH]c(=O)[nH]2)n1-c1ccc(F)cc1 (centres undefined)	-0.1%	0.2%	4%	-11%	3%	-0.1%	2.1%	-2%	7%
Cc1c(N/C=C(\Cl)C(=O)C(F)(F)F)c(=O)n(-c2ccccc2)n1C	-0.6%	0.2%	4%	-33%	2%	-1.6%	2.9%	-2%	-3%
Cc1cc2ncc(C(N)=O)cn2n1	-0.1%	0.3%	-18%	25%	-30%	-1.8%	-6.3%	10%	1%
Cc1nc(Cl)sc1C(=O)NC(C)c1ccc(Cl)cc1 (centres undefined)	-0.2%	-0.9%	-12%	/	-25%	0.8%	1.1%	-5%	-3%
Following part
SMILES	GPR55 beta-arrestin	West Nile virus CPE	GPR35 arrestin U2OS	KOR beta-arrestin-1	NOD1 inhibition	HIV fusion peptide	KOR beta-arrestin-2	GPR55 antagonists	NS5 inhibitors	others
CCOC(=O)N1CCN(c2c(NCCc3ccc(OCC)c(OCC)c3)c(=O)c2=O)CC1	0.0%	-0.1%	0%	31%	-20%	0.8%	1.0%	-1%	5%
CCOC(=O)C1CCCN(C(=S)Nc2cccc(Cl)c2)C1 (centres undefined)	0.9%	-0.1%	-9%	-2%	-20%	1.2%	-0.9%	10%	-6%
CCOC(=O)c1csc(NC(=O)c2ccc(S(=O)(=O)N(CC)CC)cc2)n1	-0.4%	-0.2%	1%	-30%	-4%	-3.2%	-8.4%	-12%	-1%
O=C(CCSc1nnc2scc(-c3ccccc3)n12)Nc1nc(-c2ccccc2)ns1	0.0%	0.2%	-6%	6%	-137%	-1.3%	-3.2%	8%	-8%
Cc1ccc(S(=O)(=O)N2CCCC(C(=O)NCCCN3CCCCC3C)C2)cc1 (centres undefined)	-0.1%	-0.4%	2%	-19%	/	-2.1%	2.1%	5%	-1%
Cc1ccc(-c2cc(Cc3cccs3)c(=O)[nH]n2)cc1	0.2%	-0.1%	2%	-8%	-5%	0.9%	1.9%	-4%	1%
COc1ccc(NC(=O)CSc2ccc3nnc(-c4cccnc4)n3n2)c(OC)c1	-0.5%	-0.6%	7%	5%	20%	-4.6%	1.0%	2%	-4%
Cc1ccc(NS(=O)(=O)c2cccc3cccnc23)c(Cl)c1	-0.1%	-1.0%	-2%	19%	4%	-1.8%	-4.3%	15%	-6%
O=C(CCC1CCN(Cc2ccc(C#CCCO)cc2)CC1)NC1CC1	0.2%	-0.8%	-11%	-90%[20 µM]	-1%	1.3%	-0.4%	-2%	1%
COc1ccc(Cc2n[nH]c(=S)n(N)c2=O)cc1	-0.5%	-0.1%	14%	7%	-42%	-2.7%	-2.5%	8%	1%
CCn1c(=O)c2ccccc2n(Cc2ccccc2C)c1=O	-0.2%	-0.9%	-8%	0%	-28%	-0.9%	4.3%	0%	1%	NS5 inhibitors pilot replicate=1.2
COc1ccc(Oc2nc(-c3ccncc3)nc3ccccc23)cc1	-0.1%	-0.6%	-5%	40%	4%	-0.6%	1.7%	2%	/
CCOC(=O)c1ccc(S(=O)(=O)N2CCN(CC(O)COc3ccc(C#N)cc3)CC2)cc1 (centres undefined)	-0.2%	-0.5%	-4%	7%	-5%	0.1%	1.6%	1%	1%
CC(=O)c1ccc(N(CC(=O)NC2CCCCC2)C(=O)CNC(=O)c2cccs2)cc1	0.6%	-0.3%	4%	-6%	-16%	-0.7%	-5.1%	-11%	-12%
O=C(CSc1nnc(SCc2cccc3ccccc23)s1)N/N=C/c1c[nH]c2ccccc12	0.2%	-0.9%	3%	10%	-7%	3.5%	0.9%	15%	-5%
O=S(=O)(c1cccc(C(F)(F)F)c1)N1CCCC1c1cccnc1 (centres undefined)	0.2%	-1.2%	13%	28%	6%	-1.8%	1.0%	-3%	0%
COc1cccc(NC(=O)CN2C(=O)C(c3ccc(C)cc3)=NC23CCCCCC3)c1	0.2%	/	1%	57%	-1%	-0.5%	4.1%	-1%	0%
CCOC(=O)c1sc(NC(=O)c2cc(-c3cccc(O)c3)on2)c(C(=O)OCC)c1C	0.7%	/	-5%	-23%	-21%	-0.9%	0.1%	1%	-1%
COc1ccccc1CNc1nc(C)c(C(C)=O)s1	0.2%	-0.7%	-14%	-23%	13%	-3.5%	1.3%	4%	-1%
O=C(c1ccc(NS(=O)(=O)c2ccccc2)cc1)N1CCOCC1	-0.1%	1.1%	6%	-9%	-9%	-0.4%	2.1%	2%	-2%
S=C(NCc1ccncc1)Nc1ccc(Cl)c(Cl)c1	-0.3%	-1.0%	-36%	5%	15%	3.0%	4.6%	14%	-8%
COc1ccc(Cc2n[nH]c(=S)n2Cc2ccccc2)cc1Cl	0.0%	-0.1%	0%	21%	45%*	-2.1%	1.6%	14%	-8%
CNC(=O)NC(=O)COC(=O)CCCOc1ccc(OC)cc1	-0.1%	-0.4%	7%	-12%	4%	0.9%	2.9%	9%	-11%
CCOc1ccc(Nc2nc(N)nc(CSC(=S)N3CCN(c4ccccc4)CC3)n2)cc1	-0.3%	0.2%	-18%	-10%	3%	0.3%	4.4%	-13%	-4%
COc1cc(OC)cc(C(=O)N(Cc2nc(-c3cccc(C)c3)no2)C(C)C)c1	-0.1%	-0.5%	-2%	12%	-9%	1.4%	-3.6%	18%	-4%
O=C(c1ccc(NS(=O)(=O)c2cccc(F)c2)cc1)N1CCCC1	0.0%	0.1%	9%	-4%	-17%	0.4%	9.1%	-9%	-5%
COc1cc(NC(=O)c2cccs2)ccc1NC(=O)c1ccccc1Cl	0.0%	1.5%	-1%	-2%	-14%	-1.2%	1.0%	2%	-1%
CCc1ccc(-c2nc(CS(=O)CC(=O)O)c(C)o2)cc1 (centres undefined)	-0.3%	0.0%	-13%	-31%	-1%	-0.2%	/	3%	-4%
Cc1cc(C)cc(C(=O)NC(CC(N)=O)c2ccc(NCCN3CCOCC3)c([N+](=O)[O-])c2)c1 (centres undefined)	-0.2%	-0.6%	2%	-23%[20 µM]	-20%	-1.2%	-2.7%	-10%	-5%
O=C(CCc1nnc2ccc(N3CCCC3)nn12)Nc1ccc(F)cc1F	-0.2%	-0.3%	-2%	-8%	17%	-1.7%	-9.4%	-9%	-4%

By substructure: those above with a COOH group
SMILES	GPR55 beta-arrestin	West Nile virus CPE	GPR35 arrestin U2OS	KOR beta-arrestin-1	NOD1 inhibition	HIV fusion peptide	KOR beta-arrestin-2	GPR55 antagonists	NS5 inhibitors	others
O=C(O)c1nn(CC(=O)N2CCN(c3ncc(C(F)(F)F)cc3Cl)CC2)c(=O)c2ccccc12	-0.1%	-0.6%	12%	-12%	-42%	-0.5%	-1.9%	-4%	-8%
CCc1ccc(-c2nc(CS(=O)CC(=O)O)c(C)o2)cc1 (centres undefined)	-0.3%	0.0%	-13%	-31%	-1%	-0.2%	/	3%	-4%

These rows are one share of the data (hit frequency here may not be typical).
